Source: PubChem
D1 agonist – Allosteric Agonists of the Human D1 Dopamine Receptor: qHTS. HEK293 T-REx D1 cells, calcium flux, agonist mode. 360,000 tested, 1% active. activation, % at 2 µM. D(1A) dopamine receptor (Homo sapiens), P21728; in the data active means activation above about 30%; further: 0% is about no effect
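Inducible HEK293 T-REx D1 cells, force-coupled to calcium signalling, were plated at 4000 cells/well with tetracycline and held overnight at 30 C. After no-wash calcium dye loading, compound-evoked calcium rise over 180 s flagged agonists.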
D1 antag – Antagonist of Human D 1 Dopamine Receptor: qHTS | D(1A) dopamine receptor (Homo sapiens), P21728 | HEK293 TREx D1 cells, calcium flux, dopamine EC80; hits give low values | activity change, negative = inhibition, % at 10 µM | 360,000 tested, 3.2% active | AID 504652, 2011; in the data active means activity change below about -30%; further: on the % scale 0 is the no-effect control and ±100 the full control effect
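After overnight tetracycline induction at 30 C, force-coupled D1 HEK293 cells took up a no-wash calcium dye at room temperature. Compounds were added and monitored 180 s, and the response to EC80 dopamine was then recorded.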
RXFP1 ag – qHTS Assay for Agonists of the Relaxin Receptor RXFP1; HEK293T-RXFP1 cAMP TR-FRET, 30 min; response scale: percent of porcine relaxin response, buffer zero; 370,000 tested, 0.3% active; Potency, µM (top dose mostly 57.5 µM), for inactives: at the highest dose activation, usual class: activators; active means well fitted activation curve with a large enough effect; inconclusive means small, poorly fitted or top-dose-only effect; further: potency means the concentration at half of the fitted maximal effect; on the % scale 0 is the no-effect control and ±100 the full control effect; nearly all actives have a fitted effect of over 60% in size; many of its hits are not listed in these tables
Target sequence (Q9HBX9 whole entry, looked up): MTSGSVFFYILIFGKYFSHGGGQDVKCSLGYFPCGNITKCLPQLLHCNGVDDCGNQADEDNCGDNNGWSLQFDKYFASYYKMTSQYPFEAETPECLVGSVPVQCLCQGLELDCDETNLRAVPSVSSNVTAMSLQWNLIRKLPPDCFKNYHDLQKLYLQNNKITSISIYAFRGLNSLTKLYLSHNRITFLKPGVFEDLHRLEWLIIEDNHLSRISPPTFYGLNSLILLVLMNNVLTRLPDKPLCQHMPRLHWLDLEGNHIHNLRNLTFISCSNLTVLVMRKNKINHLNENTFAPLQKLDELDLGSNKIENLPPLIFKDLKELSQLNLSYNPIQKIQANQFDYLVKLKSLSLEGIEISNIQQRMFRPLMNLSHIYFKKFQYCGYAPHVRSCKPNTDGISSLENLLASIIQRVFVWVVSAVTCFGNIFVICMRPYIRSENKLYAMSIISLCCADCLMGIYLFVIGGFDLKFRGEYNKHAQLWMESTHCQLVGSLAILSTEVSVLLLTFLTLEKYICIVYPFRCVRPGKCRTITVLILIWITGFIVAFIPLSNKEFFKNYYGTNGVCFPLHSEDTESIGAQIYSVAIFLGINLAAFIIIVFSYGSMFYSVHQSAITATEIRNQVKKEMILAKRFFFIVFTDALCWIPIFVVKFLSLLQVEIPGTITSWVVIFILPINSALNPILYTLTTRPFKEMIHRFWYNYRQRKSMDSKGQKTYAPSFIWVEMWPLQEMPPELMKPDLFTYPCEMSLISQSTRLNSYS
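Agonist response is measured as cAMP accumulation in an RXFP1-transfected HEK293T line under PDE4 inhibition. Values are scaled between buffer-only and 29 nM porcine relaxin, and EC50s come from standard Hill equation fits.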
TRHR PAM – qHTS for Small Molecule Agonists and Allosteric Enhancers of Human TRH Receptor: Primary Screen for Enhancers; TRHR cells, fluo-8 calcium fluorescence, EC20 TRH enhancement; 360,000 tested, 0.66% active; enhancement, % at 2 µM; Thyrotropin-releasing hormone receptor (Homo sapiens), P34981; in the data active means enhancement above about 30%; further: 0% is about no effect
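Enhancer read-out: after compound pinning and an initial kinetic agonist-mode read, an EC20 of TRH (10 nM final) was injected and fluo-8 calcium signal (Ex 480/Em 530) followed at 1 s/cycle for 100 cycles in TRHR-expressing cells.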
D2 antag – HTS Assay for Allosteric Antagonists of the Human D2 Dopamine Receptor: Primary Screen for Antagonists; HEK293 TREx D2 cells, calcium flux, dopamine EC80; inhibition, % at 10 µM; 340,000 tested, 2% active; D(2) dopamine receptor (Homo sapiens), P14416; AID 485344, 2010; in the data active means inhibition above about 30%; further: 0% is about no effect
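Overnight-induced (tetracycline, 30 C) HEK293 T-REx cells carrying force-coupled D2 receive a no-wash calcium dye, then compound, then EC80 dopamine at 180 s; signals are read kinetically throughout.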
D1 PAM – Potentiators of Human D1 Dopamine Receptor: qHTS. potentiation, % at 10 µM. 360,000 tested, 0.036% active. D(1A) dopamine receptor (Homo sapiens), P21728. HEK293 TREx D1 cells, calcium flux, dopamine EC20 potentiation. AID 504651, 2011; in the data active means potentiation above about 30%; further: 0% is about no effect
RXFP1 antagonist – qHTS Assay for Antagonists of the Relaxin Receptor RXFP1; HEK293-RXFP1, relaxin-stimulated cAMP HTRF, 30 min; hits give low values; activity change, negative = inhibition, % at 57.5 µM; 350,000 tested, 0.59% active; AID 1259400, 2018;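 active means activity change of -60% or lower, but not beyond a set lower limit; inconclusive means change between -60% and -40%, or beyond the set limit; inactive means change above -40%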; further: on the % scale 0 is the no-effect control and ±100 the full control effect
D2 agonist – HTS Assay for Allosteric Agonists of the Human D2 Dopamine Receptor: Primary Screen for Agonists. D(2) dopamine receptor (Homo sapiens), P14416. HEK293 T-REx D2 cells, calcium flux agonist mode. activation, % at 2 µM. 340,000 tested, 0.53% active. AID 485358, 2010;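 active means activation over 3 SD above normal in the single-dose calcium agonist read, cut at about 30% in these data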; further: 0% is about no effect
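Agonism scored from kinetic calcium signal (1 read/sec, 180 s) following compound pin transfer, after a 10 s baseline. Cells: HEK293 Trex line expressing inducible D2 receptor coupled to calcium, dye-loaded after overnight culture at 30 C.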
D2 PAM – HTS Assay for Positive Allosteric Modulators of the Human D2 Dopamine Receptor: Primary Screen for Potentiators | potentiation, % at 10 µM | D(2) dopamine receptor (Homo sapiens), P14416 | AID 485347, 2010 | 340,000 tested, 0.34% active | HEK293 T-REx D2, calcium flux, EC20 dopamine potentiation;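 active means potentiation over 3 SD above the plate norm, cut at about 30% in these data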; further: 0% is about no effect
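Using a no-wash calcium dye in inducible, force-coupled HEK293 Trex cells expressing D2, we tracked fluorescence each second for 180 s after compound, then for 180 s after EC20 dopamine to detect augmented signalling.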
* = called active by the depositor; ? = inconclusive; nt = not tested or not shown; & = joins results of further samples; ! = not active in a repeat. Only part of the results is shown (hit frequency here may not be typical).

No. | compound | D1 agonist | D1 antag | RXFP1 ag | TRHR PAM | D2 antag | D1 PAM | RXFP1 antagonist | D2 agonist | D2 PAM
1 | Cc1ccc(C(=O)Nc2ccccc2[N+](=O)[O-])cc1S(=O)(=O)N1CCOCC1 | 1 | -34* | 4.3% | -1 | -1 | -6 | 1 | 6.4 | nt
2 | COC(=O)C1=C(C)NC2=C(C(=O)c3ccccc32)C1c1ccc(-c2ccc(C(=O)O)cc2)o1 (configuration not stated) | 12 | 3 | 2.5% | 5 | 55* | 2 | 8 | 0.2 | nt
3 | Cc1cc(C)c2cc(C(=O)Nc3ccc4c(c3)OCO4)[nH]c2c1 | 1 | -3 | 2.1% | -3 | nt | -1 | -27 | nt | nt
4 | COc1cccc(C2CC3(CC(C)(C)NC(=S)N3)Oc3cc(O)ccc32)c1 (configuration not stated) | 6 | 19 | 1.5% | 2 | 4 | -1 | -30 | 0.7 | 4
5 | O=C1CC(c2ccc3ccccc3c2)NN1 (configuration not stated) | 0 | nt | -0.4% | 2 | -6 | 2 | nt | 0.0 | -5
6 | O=C(CN1CCC(C(=O)c2ccc3c(c2)OCCO3)CC1)Nc1ccccc1C(F)(F)F | 3 | -12 | 0.9% | 3 | 13 | -11 | -6 | 1.3 | nt
7 | CN(C)CCNC(=S)Nc1ccc(Cl)cc1 | 4 | -16 | 0.3% | -10 | 6 | -3 | 6 | -1.7 | -4
8 | Cc1c(NC(=O)c2ccccc2NC(=O)c2ccccc2)cccc1C(=O)O | -3 | -6 | -2.0% | 1 | -5 | -8 | -5 | 1.3 | 1
9 | COc1ccc(Nc2oc(-c3ccc(OC)cc3)nc2C#N)cc1 | 1 | -11 | -1.1% | -4 | 3 | -1 | 2 | -0.4 | -4
10 | CCOc1ccc(-n2ccnc(SCC(=O)NCCc3ccccc3)c2=O)cc1 | 3 | 8 | 4.2% | 2 | -5 | -1 | -19 | 0.2 | -2
11 | C1CCC(n2nnnc2CN2CCCC2)CC1 | 2 | -8 | 2.2% | 3 | 12 | -1 | -2 | 0.5 | 5
12 | COc1ccccc1CC(=O)Nc1ccc2c(C)cc(=O)oc2c1 | 1 | -2 | 5.9% | 2 | 9 | 2 | 14 | -0.5 | 3
13 | CC(=O)c1ccc(N2CCN(C(=O)CCCn3c(=O)[nH]c4ccc(Br)cc4c3=O)CC2)cc1 | 0 | -20 | -0.4% | 5 | -7 | -4 | -5 | 0.1 | 4
14 | Cc1ccc(N2C(=O)c3sc4nnc(C)c(=O)n4c3C2=O)cc1 | 3 | -3 | -0.6% | 2 | 11 | 3 | 7 | 1.1 | 22
15 | Cc1ccc2nc(-c3ccc4c(c3)NC(=O)CO4)cn2c1 | 0 | -4 | 0.7% | 4 | -4 | 1 | ? | 1.5 | -2
16 | CCOC(=O)C(NCCCO)c1ccccc1 (configuration not stated) | 2 | 1 | 3.0% | 2 | -6 | -3 | -2 | -0.4 | 4
17 | CC(C)c1cc(Br)ccc1OCCCN1C(=O)NC(C)(C)C1=O | 2 | -17 | -1.1% | 7 | 11 | -3 | -10 | -0.1 | 6
18 | CCNc1nc2c(c(=O)n(C)c(=O)n2C)n1Cc1ccc(Cl)cc1 | 8 | -2 | -0.3% | 0 | -1 | -2 | nt | 23 | -3
19 | N#Cc1nc(Cc2ccccc2)oc1N1CCCC1 | 0 | 4 | -0.4% | 10 | -13 | -3 | 15 | -0.4 | 11
20 | Cc1cccc(C)c1NC(=O)NCCCN1CCN(c2ccccc2)CC1 | 1&3 | -36* | 3.1%&0.8% | 8&-6 | 72* | -12&-5 | 2&-5 | 74*! | -29&11
21 | COc1ccc(/C=C2\SC(=S)N(CC(=O)N3CCN(C)CC3)C2=O)cc1 | 2 | -3 | -0.8% | -4 | -3 | 0 | -14 | 0.7 | -8
22 | CCC(=O)N1C(Cc2ccccc2)COC1(C)C (configuration not stated) | 1 | 1 | 1.9% | -14 | -3 | -2 | 6 | 41* | -18
23 | CC(=O)Oc1ccc(N(c2ccccc2)S(=O)(=O)c2ccc(C)cc2)cc1 | 4 | 0 | 11% | 13 | -16 | -3 | 0 | 1.8 | 39*
24 | COc1ccc(C2CC(c3ccc(OC)cc3)n3nc(NC(=O)c4cccs4)nc3N2)cc1 (configuration not stated) | 5 | 12 | 2.0% | 0 | -13 | 2 | -14 | 0.0 | 4
25 | COC(=O)[C@@]1(Cc2ccc(F)cc2)[C@H]2c3cc(C(=O)N(C)C)n(Cc4c(CO)[nH]cc(C)c4=O)c3C[C@H]2CN1C(=O)c1ccccc1 | 5 | 6 | -2.3% | -12 | -19 | 0 | nt | 4.3 | 4
26 | Cc1ccc(S(=O)(=O)NC2=NCN(CC(=O)O)CN2)cc1 | 0 | 5 | 2.4% | -1 | 14 | -7 | -13 | 5.4 | nt
27 | CC(CCc1ccccc1)NCC(O)c1ccc(O)c(C(N)=O)c1 (configuration not stated) | 3 | 25 | 4.3% | 6 | 67* | 8 | nt | 72* | -27
28 | COCCNC(=O)/C(=C/c1ccccc1Cl)c1ccccc1 | 0 | -9 | 1.8% | -4 | 17 | -5 | 14 | -0.1 | 3
29 | N/C(=N\N=C/c1ccc(Br)cc1)N/N=C\c1ccc(Br)cc1 | 1 | 10 | 2.9% | 4 | 1 | -2 | -24 | -0.4 | -3
30 | COc1ccc(NC(=O)C2CCCN(C(=O)c3ccc(Cl)cc3)C2)cc1Cl (configuration not stated) | 4 | -15 | 0.8% | -5 | -12 | -12 | 0 | 0.1 | 3
31 | O=C(/C=C\c1ccc(-c2cccc([N+](=O)[O-])c2)o1)N1CCOCC1 | 1 | -5 | 7.1% | -4 | 9 | -5 | 17 | 4.7 | -9
32 | CC(C)CNC(=O)COC(=O)C1c2ccccc2Oc2ccccc21 | 5 | 0 | -2.8% | 6 | -3 | 8 | -3 | -0.9 | 0
33 | CN(C)S(=O)(=O)c1ccc(Cl)c(NC(=O)COC(=O)CN2C(=O)C3CCCCC3C2=O)c1 (configuration not stated) | 8 | -25 | 2.7% | -1 | 20 | -10 | 13 | 1.6 | 5
34 | Cc1[nH]n(C(N)=S)c(=O)c1N=Nc1cccc(Cl)c1 | 5 | 4 | 1.1% | -7 | 14 | -4 | -7 | 0.0 | -11
35 | Cc1ccc(NC(=O)CNCC2CCCCC2)cc1S(=O)(=O)N(C)C | 5 | -8 | -0.1% | 1 | 3 | -4 | -5 | -0.1 | -21
36 | CCc1c(C)n([O-])c2c([n+]1=O)CCC2 | 2 | 6 | 0.3% | 2 | 15 | 0 | -15 | 1.0 | nt
37 | Cc1cc(C)cc(N2C(=O)CCN(Cc3ccccc3)C2=O)c1 | 2 | -4 | 3.7% | 2 | 11 | 2 | -9 | 0.1 | 0
38 | CC(=O)Nc1ccc(NC(=S)NC(=O)/C=C/c2ccccc2)cc1 | 0 | -3 | 0.6% | 0 | -8 | -4 | -1 | -0.3 | 2
39 | CCOC(=O)c1c(NC(N)=O)sc(C)c1C | 1 | 6 | -0.1% | 1 | -10 | 2 | -17 | -0.8 | -2
40 | C/C(=N\NC(=O)c1cccc([N+](=O)[O-])c1)c1ccncc1 | -3 | 15 | -0.7% | -2 | -6 | 2 | -3 | 0.3 | 13
41 | CN1CCN(C2CCN(c3cccc(Cl)c3)CC2)CC1CCO (configuration not stated) | 7 | 13 | -0.4% | 9 | nt | -2 | 1 | nt | nt
42 | O=C(CN1C(=O)c2ccccc2S1(=O)=O)c1cccc(Br)c1 | 5 | 20 | -0.3% | 5 | 8 | -4 | 5 | -0.1 | -1
43 | CN1CCC(N(C)S(=O)(=O)c2ccc(NC(=O)COc3cccc(Cl)c3)cc2)CC1 | 15 | -7 | 1.0% | -6 | -4 | -6 | -14 | -0.3 | -13
44 | COc1cc2ccccc2cc1C(=O)Nc1ccccc1N1CCCC1 | 2 | 5 | -0.1% | -2 | -6 | 1 | -19 | 0.0 | -5
45 | Cc1cc(-c2nc(C)c(C(=O)NNS(=O)(=O)c3ccc(Cl)cc3Cl)s2)no1 | -1 | 17 | 0.7% | 1 | -7 | -2 | -13 | 0.7 | 7
46 | O=C(O)/C=C/C(=O)Nc1ccc(SC(F)(F)F)cc1 | 3 | -7 | 0.4% | -3 | 1 | -11 | -2 | -0.9 | -1
47 | COc1cccc(/C=C2\SC(=S)N(CC(=O)N(C)C3CCS(=O)(=O)C3)C2=O)c1 (configuration not stated) | 3 | 50 | 4.2% | -7 | -3 | 2 | 6 | 0.2 | -1
48 | CCOc1ccc(CC(=O)N/N=C/c2sccc2C)cc1 | 6 | -8 | 1.0% | -2 | -27 | -2 | 7 | 0.5 | -10

4 compounds out of the list above, arranged by their value in RXFP1 ag, rising:
cpd | structure | RXFP1 ag
41 | CN1CCN(C2CCN(c3cccc(Cl)c3)CC2)CC1CCO (configuration not stated) | -0.4%
44 | COc1cc2ccccc2cc1C(=O)Nc1ccccc1N1CCCC1 | -0.1%
46 | O=C(O)/C=C/C(=O)Nc1ccc(SC(F)(F)F)cc1 | 0.4%
47 | COc1cccc(/C=C2\SC(=S)N(CC(=O)N(C)C3CCS(=O)(=O)C3)C2=O)c1 (configuration not stated) | 4.2%

(continued)
No. | compound | D1 agonist | D1 antag | RXFP1 ag | TRHR PAM | D2 antag | D1 PAM | RXFP1 antagonist | D2 agonist | D2 PAM
49 | Cc1noc(NS(=O)(=O)c2ccc(NC(=O)C(C)(C)C)cc2)c1C | 2 | 5 | 4.1% | 1 | -21 | 5 | 2 | -0.9 | -2
50 | Cc1ccc(S(=O)(=O)NCC(=O)NCC(=O)OCc2c(F)cccc2Cl)cc1 | 13 | -62* | 23% | 9 | 1 | -6 | -15 | -0.3 | 16
51 | CC1(C)Cc2c(sc(NC(=O)c3ccco3)c2C(=O)O)CO1 | 4 | 1 | -0.3% | -7 | -15 | 1 | 12 | -2.1 | -6
52 | C=CCN1C(=O)C2C(C(=O)NCc3ccccc3)C3C=CC2(O3)C1C(=O)NC(C)(C)C (configuration not stated) | 1 | -4 | 1.2% | -5 | nt | 3 | -12 | nt | -9

2 compounds from above, reduced to D2 agonist.
| entry | Compound | D2 agonist |
| --- | --- | --- |
| 49 | Cc1noc(NS(=O)(=O)c2ccc(NC(=O)C(C)(C)C)cc2)c1C | -0.9 |
| 50 | Cc1ccc(S(=O)(=O)NCC(=O)NCC(=O)OCc2c(F)cccc2Cl)cc1 | -0.3 |
